# L3MBTL1 block – L3MBTL1 (human) inhibition; Q9Y468; AlphaScreen L3MBTL1–H3K9me1 peptide binding; Potency, µM (series often up to 57.1 µM), for the others: top-dose activity, negative = inhibition, actives largely listed as inhibitors; 230,000 tested, 0.66% active; also: nearly all actives have a fitted effect of over 60% in size
# Target sequence (Q9Y468 whole entry, looked up): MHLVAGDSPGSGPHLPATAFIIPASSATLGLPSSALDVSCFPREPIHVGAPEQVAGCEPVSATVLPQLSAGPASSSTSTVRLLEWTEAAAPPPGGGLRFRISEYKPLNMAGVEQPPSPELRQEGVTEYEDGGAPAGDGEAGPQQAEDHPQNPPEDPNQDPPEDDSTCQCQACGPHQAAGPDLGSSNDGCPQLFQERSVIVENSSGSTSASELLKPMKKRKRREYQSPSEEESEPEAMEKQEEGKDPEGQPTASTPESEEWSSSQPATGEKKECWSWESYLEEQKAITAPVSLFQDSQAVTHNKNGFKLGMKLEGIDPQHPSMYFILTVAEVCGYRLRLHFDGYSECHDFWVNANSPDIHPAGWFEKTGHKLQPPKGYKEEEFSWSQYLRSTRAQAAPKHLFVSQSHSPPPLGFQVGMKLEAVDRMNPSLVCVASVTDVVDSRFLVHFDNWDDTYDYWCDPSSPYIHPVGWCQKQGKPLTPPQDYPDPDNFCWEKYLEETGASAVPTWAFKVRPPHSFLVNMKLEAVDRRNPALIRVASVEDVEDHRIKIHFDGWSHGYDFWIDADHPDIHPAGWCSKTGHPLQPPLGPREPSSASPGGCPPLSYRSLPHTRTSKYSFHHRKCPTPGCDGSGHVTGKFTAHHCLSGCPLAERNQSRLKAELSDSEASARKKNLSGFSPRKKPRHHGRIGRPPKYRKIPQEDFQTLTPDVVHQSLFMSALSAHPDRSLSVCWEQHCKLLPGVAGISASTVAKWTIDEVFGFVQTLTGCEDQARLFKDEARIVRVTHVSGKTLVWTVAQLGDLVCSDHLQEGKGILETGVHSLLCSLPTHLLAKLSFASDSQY
#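 L3MBTL1 50 nM + b-AHA-H3(1-15)K9me1 75 nM, 30 min RT; compound added, 30 min RT; streptavidin donor/Ni-chelate acceptor beads 10 ug/mL each final, 30 min RT dark; AlphaScreen read.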
# RECQ1 helicase – RECQ1 (human) helicase inhibition; RECQ1 DNA unwinding, red fluorescence kinetic read; P46063; 240,000 tested, 0.54% active; Potency, µM (doses to about 57.3 µM), for inactives: at the top dose activity, negative = inhibition, hits mostly inhibitors; AID 2549;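 also: plate controls were vehicle for no effect and no enzyme for full effect; nearly all actives have a fitted effect of over 30% in size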
#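 RECQ1T1 50 nM; forked duplex (20 bp + 30-nt ss tails) 200 nM, ATP 2 mM final; pH 8.0, 2 mM MgCl2, 2.5 ug/ml poly(dI-dC); 15 min compound preincubation; discontinuous kinetic read over 2 h at RT.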
# GAA inhib – blocks human lysosomal alpha-glucosidase; P10253; purified human GAA, 4-MU-alpha-glucoside fluorescence; Potency, µM (titrated, usually from 76.9 µM), for inactives: top-dose activity change, negative = inhibition, usual class: inhibitors; 200,000 tested, 0.005% active; AID 1466;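 also: plate controls were uninhibited enzyme wells for no effect and no-enzyme background for full effect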
#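 Human alpha-glucosidase, 4 nM, pre-mixed with test compounds before 400 uM 4-methylumbelliferyl substrate; 20 min room temperature at pH 5.0. Fluorescence read after pH 10 stop; AC50 values from Hill-equation fits.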
# TRb-SRC2 inh – disrupts binding of human TR beta to SRC2; P10828; TRbeta-SRC2 peptide binding, fluorescence polarization; receptor liganded with 1 µM T3; Potency, µM (doses to about 106 µM), inactives show at the top dose activity change, negative = inhibition, most hits filed as inhibitors; 280,000 tested, 0.065% active; AID 1469;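 also: plate controls were bound peptide for no effect and peptide without receptor for full effect; nearly all actives have a fitted effect of over 50% in size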
#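 Fluorescence polarization of 20 nM Texas Red SRC2 peptide with 0.6 uM human TRb ligand-binding domain, in Tris buffer with 1uM T3 and 5% DMSO. Incubated 5 hr ambient; normalized to unbound and bound controls.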
# TR SRC2 fluor cs – alters Texas Red total fluorescence, flagging assay interference; TRb/SRC2 Texas Red total fluorescence interference; Potency, µM (titrated, usually from 106 µM), for inactives: at the top dose fluorescence change, negative = quenching; 280,000 tested, 0.29% active; AID 1479; active = well fitted curve in either direction with a large enough effect; inconclusive = small, poorly fitted or top-dose-only effect
#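 Flags fluorescent or light-absorbing compounds by total fluorescence, S + 2P, at 555 nm excitation and 632 nm emission. Mixture: 20 nM Texas Red SRC2 peptide, 0.6 uM human TRb LBD, 1 uM T3, 5% DMSO; compound exposure 5 h at ambient temperature.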
# GoLoco inh red – inhibitors of human Gai1-RGS12 GoLoco interaction (red fluorophore) | P63096 | Gai1:RGS12 GoLoco peptide FP, rhodamine, 10 min | Potency, µM (titrated, usually from 61.6 µM), for the others: top-dose activity, negative = inhibition, most hits filed as inhibitors | 230,000 tested, 0.44% active; active = well fitted inhibition curve with a large enough effect, not every such curve was filed as active; inactive = no such curve, though single readings can be large or run the other way; also: nearly all actives have a fitted effect of over 30% in size; many of its hits are not listed in these tables
# GAA glycogen – inhibitors or activators of human alpha-glucosidase glycogen cleavage | P10253 | recombinant GAA, glycogen substrate, Amplex Red glucose oxidase fluorescence | Potency, µM (titrated, usually from 76.4 µM), for the others: at the top dose activity change, negative = inhibition, actives largely listed as inhibitors | 300,000 tested, 0.38% active;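 also: 0% = full enzyme reaction and -100% = no-enzyme basal signal; the screen sought inhibitors and activators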
#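 qHTS, 1536-well; enzyme 4 nM final; cpd up to 77 uM; substrate bovine liver glycogen 30 ug; 50 mM citrate/phosphate pH 5.0, 0.01% Tween-20; 37 C, 40 min; Amplex Red detection 45 min RT; Hill fit → AC50.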
# aGlu spleen mod – inhibitors or activators of human alpha-glucosidase in spleen homogenate. 240,000 tested, 0.006% active. P10253. AID 2112. Potency, µM (titrated, usually from 79.9 µM), for inactives: top-dose activity change, negative = inhibition, usual class: inhibitors. human spleen homogenate, 4-MU-alpha-glucoside fluorescence;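 also: 0% = enzyme with vehicle and -100% = no enzyme basal signal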
#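 Human spleen homogenate (1 ug) with 4-methylumbelliferyl-alpha-D-glucopyranoside (1 mM final) in 50 mM citrate/phosphate pH 5.0, 0.01% Tween-20; 40 min at 37 C. Stopped at pH 10; 4-MU fluorescence Ex 365/Em 440 nm; AC50 by Hill fit.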
# The depositor's hits bear a star; i = inactive; ? = inconclusive; · = not tested or not shown; & = joins results of further samples; [ ] = remark or other dose. Unless noted, calls follow the shape of the dose curve; as a rule, active = well fitted curve in the direction sought with a large enough effect; inconclusive = small, poorly fitted or top-dose-only effect, or another doubt; inactive = no such curve, though single readings can be large; an effect the other way counts as inactive or inconclusive. Unless noted, % is scaled to controls: 0 for no effect and ±100 for the full control effect; potency is read from the fitted curve at half-maximal effect. A portion of the library; rates above refer to the full screens.
SMILES,L3MBTL1 block,RECQ1 helicase,GAA inhib,TRb-SRC2 inh,TR SRC2 fluor cs,GoLoco inh red,GAA glycogen,aGlu spleen mod
O=c1[nH]c(-c2ccccc2O)nc2c1CCCC2,3%,-8%,2%,2%,-3%,181%[activator],-1%,-7%
Cc1cc(C)cc(OCC(=O)NNC(=O)CCC(=O)NCc2ccccc2)c1,35%[activator],3%,1%,-1%,-3%,0%,7%,1%
Cc1ccc(NS(=O)(=O)c2ccc3[nH]c(=O)[nH]c3c2)c(C)c1,-2%,i,10%,-10%,-1%,1%,-7%,3%
CCn1c(C)[n+](CCOCC[n+]2c(C)n(CC)c3cc(Cl)c(Cl)cc32)c2cc(Cl)c(Cl)cc21,·,-8%,2%,-4%,-3%,7.9µM*,4%,-3%
O=C(OCc1nc2ccccc2s1)c1cccc(N2C(=O)CCC2=O)c1,·,-14%,-8%,6%,0%,-2%,1%,6%
O=[N+]([O-])c1ccccc1NCc1c(O)ccc2ccccc12,·,-5%,·,1%,-2%,-6%,-11%,-3%
CN(c1ccc(C(=O)N2CCOCC2)cc1[N+](=O)[O-])C1CCCCC1,-9%,i,-4%,-9%,-1%,-6%,1%,-1%
COC(=O)c1cc(CNC(=O)c2ccc(O)c(Cl)c2)ccc1OC,2%,1%,-1%,1%,1%,5%,-2%,6%
CCCC(=O)N1CCN(c2ccc(NC(=O)c3ccco3)cc2)CC1,-4%,i,-9%,-6%,0%,3%,5%,1%
O=C(C[n+]1ccccc1)Nc1cc(C(F)(F)F)ccc1Cl,45%[activator],-10%,9%,-2%,-8%,-11%,8%,1%
CCn1cc(C(=O)NCc2ccc(C)o2)c2cc(OC)c(OC)cc2c1=O,-8%,-3%,-2%,-20%,0%,-15%,0%,1%
COC(=O)CCCCCN1C(=O)NC(c2ccccc2)C(C(=O)OCc2ccccc2)=C1C (stereo not drawn),-1%,-8%&-5%,-6%,-6%&-2%,0%&0%,0%&2%,-1%,-6%&-15%
O=C(O)c1ccnc(Cl)c1,1%,0%,-3%,0%,0%,-5%,-2%,-10%
Cc1cc(C(=O)Oc2ccccc2C(=O)O)c(C)o1,-2%,i,-2%,-8%,-4%,-5%,14%,-6%
Fc1ccccc1CSc1ncn[nH]1,10%,i,1%,4%,-5%,3%,5%,6%

# Fetched by compound from the list above:
SMILES,L3MBTL1 block,RECQ1 helicase,GAA inhib,TRb-SRC2 inh,TR SRC2 fluor cs,GoLoco inh red,GAA glycogen,aGlu spleen mod
O=C(OCc1nc2ccccc2s1)c1cccc(N2C(=O)CCC2=O)c1,·,-14%,-8%,6%,0%,-2%,1%,6%
COC(=O)c1cc(CNC(=O)c2ccc(O)c(Cl)c2)ccc1OC,2%,1%,-1%,1%,1%,5%,-2%,6%
CCCC(=O)N1CCN(c2ccc(NC(=O)c3ccco3)cc2)CC1,-4%,i,-9%,-6%,0%,3%,5%,1%

# Carrying on.
SMILES,L3MBTL1 block,RECQ1 helicase,GAA inhib,TRb-SRC2 inh,TR SRC2 fluor cs,GoLoco inh red,GAA glycogen,aGlu spleen mod
CN(C(=O)CSc1nnc(-c2ccccc2)o1)c1c(N)n(Cc2ccccc2)c(=O)[nH]c1=O,7%,-3%,6%,-6%,-4%,-4%,7%,-2%
c1ccc(-c2nnc(-c3ccccc3)o2)cc1,3%,-3%,-5%,-2%,0%,2%,4%,-4%
CSC1=NCCN1C(=O)COc1ccccc1,·,-7%,-8%,-5%,-4%,10%,-7%,1%
CCOc1ccc(/C=C/C(O)=C2/C(=O)NC3(C)CC2c2ccccc2O3)cc1OC (stereo not drawn),·,-2%,3%,3%,-1%,1%,-3%,-3%
CCC(=O)c1ccc(OCCSc2ncccn2)cc1,23%,-5%,-8%,-18%,1%,0%,2%,-6%
CC(C)(C)C(=O)Nc1sc2c(c1C(=O)Nc1ccccn1)CCCC2,7%,-10%,13%,1%[53 µM],-1%[53 µM],8%,-7%,5%
CC1(C)CC2(CCO1)C(Nc1ccccc1)=NC(=S)N2CC(N)=O (stereo not drawn),2%,-7%,-7%,0%,-3%,2%,8%,0%
O=C(OCc1cncs1)c1cccs1,-4%,i,1%,4%,-1%,-11%,22%,3%
CCO[C@H]1OC(C(=O)N2CCN(Cc3ccc4c(c3)OCO4)CC2)=C[C@@H](c2csc3ccccc23)[C@@H]1CCCO,-26%,-17%,·,-3%,1%,3%,-2%,-3%
CCCC(=O)NC(=S)Nc1ccc(NC(=O)c2cccs2)cc1,·,i,0%,-1%,0%,0%,-6%,3%
COc1ccc(NC(=O)CNS(=O)(=O)c2ccccc2)cc1Cl,4%,4%,-1%,-9%,-3%,-6%,-7%,-6%
CC(C)N1C(=S)N(Cc2ccco2)C(=O)C1CC(=O)Nc1ccccc1 (stereo not drawn),4%,-5%,-6%,-9%,-2%,3%,-8%,·
Cc1ccc(S(=O)(=O)Nc2ccc(N3CCOCC3)nc2)cc1,-6%,i,10%,3%,1%,-67%,?,1%
CC(=O)N/C(=C/c1ccc2c(c1)OCO2)C(=O)Nc1ccccc1,-9%,-11%,-10%,7%,-2%,-8%,7%,4%
Cc1ccc(CSCC(=O)NCc2ccco2)cc1,·,-9%,-1%,-7%,-2%,13%,1%,0%
CCOc1cc(/C=N/NC(=O)c2cc(C)[nH]n2)ccc1OC(=O)c1ccc([N+](=O)[O-])cc1,-3%,i,5%,-4%,-2%,-6%,8%,2%
CCCCNC(=O)C(Sc1ccccc1)c1ccccc1 (stereo not drawn),6%,i,1%,-1%,-1%,-11%,-12%,-1%
CSCC[C@H](NC(=O)Nc1ccc(C)cc1)C(=O)O,4%,4%,-12%,4%,2%,5%,1%,3%
O=S(=O)(N/N=C/c1ccc(Cl)cc1)c1ccc(Cc2ncc(C(F)(F)F)cc2Cl)s1,·,11%,-4%,-4%,-1%,2%,-4%,3%
COc1cc2c(cc1OC)-c1cc(N3CCc4ccccc43)nc(=O)n1CC2,0%,i,-4%,-4%,2%,29%,-9%,-2%
CCCC(=O)NC(Nc1ccccc1F)C(Cl)(Cl)Cl (stereo not drawn),6%,-21%,2%,3%,0%,13%,6%,2%
COC(=O)c1cc(OC)c(OC)cc1NC(=O)Nc1cccc(C(C)=O)c1,10%,i,5%,-3%,-1%,6%,-7%,6%
CC(=O)OC1C(N2CCCCC2)c2c(ccc(/C=C/C(=O)N3CCCCC3)c2O)OC1(C)C (stereo not drawn),-9%,5%,0%,-3%,0%,11%,11%,2%
O=C(CN1CCCCC1)N1c2ccccc2CCc2ccccc21,·,i,-3%,2%,3%,-13%,7%,-6%
c1ccc(CN2CCOCC2)cc1,·,-13%,11%,-5%,-2%,6%,3%,-1%
NCCCC[C@H](NC(=O)[C@@H]1CCCN1C(=O)[C@@H](N)CCCN=C(N)N)C(=O)N1CCC[C@H]1C(=O)N[C@@H](CCC(N)=O)C(=O)N[C@@H](CCC(N)=O)C(=O)N[C@@H](Cc1ccccc1)C(=O)O,·,-11%,·,-2%,-32%,·,·,-1%
C/C(=N\NC(=O)CNC(=O)c1ccncc1)c1ccc(C)cc1,·,-3%,3%,4%,0%,7%,-2%,-3%
COc1cc(NC(=O)c2ccc(-c3ccc(Br)cc3)o2)ccc1NC(=O)C(C)C,·,-8%,3%,1%,-1%,-4%,1%,-7%
COc1cccc(C(=O)Nc2ccc(N3CCCC3)cc2)c1,-28%,-6%,-2%,-3%,4%,79%[activator],-6%,2%
CC(C)Oc1ccc(C(=O)NC2(C(F)(F)F)NC(=O)N(CCCc3ccccc3)C2=O)cc1 (stereo not drawn),-3%,?,-14%,11%,-1%,-8%,-5%,1%
O=C(CSCc1cccc(CSCC(=O)Nc2ccccc2)n1)Nc1ccccc1,·,-1%,-1%,-3%,-5%,13%,-20%,-1%
O=C(CC1SC(=NCCc2ccccc2)N(/N=C/c2cccs2)C1=O)Nc1ccc(Cl)cc1 (stereo not drawn),-6%,3%,-4%,-4%,4%,-12%,6%,4%
CNC(=S)c1cc(C(C)(C)C)c(O)c(C(C)(C)C)c1,-3%,-12%,·,6%,1%,6%,?,2%
O=C(O)Cc1ccc2ocnc2c1,4%,-4%,2%,4%,1%,-4%,22µM*,-6%
CCC1SC2=NCN(c3ccccc3)CN2C1=O (stereo not drawn),0%,-11%,-9%,-24%,3%,-9%,0%,0%
CC1=C(C(=O)Nc2ccccc2)C(c2cccc([N+](=O)[O-])c2)Nc2nc3ccccc3n21 (stereo not drawn),·,-9%,-2%,1%,1%,-3%,-4%,-4%
COc1ccc(C2/C=C\CN(C(=O)c3ccc(C)cc3)[C@H](Cc3ccccc3)C(=O)N2Cc2ccc(F)cc2)cc1 (stereo partly drawn),·,-22%,·,-1%,0%,7%,-5%,-7%
CC(C)c1ccc(NC(=O)NCc2ccc(F)cc2)cc1,-2%,i,4%,1%,0%,1%,-10%,0%
COC(=O)C1=C(C)N(Cc2ccco2)C(=O)/C1=C\c1ccc(N(C)C)cc1,-24%,i,-7%,-10%,-7%,-14%,-8%,-14%
O=C(O)CC/C(=C\c1cccc(NC(=O)c2ccccc2Cl)c1)c1nc2ccccc2s1,35µM*,?,?,13%,-1%,86%[activator],7%,?
Cn1c(C(=O)NCC2CCCO2)cc2c(=O)n3ccccc3nc21 (stereo not drawn),-5%,-5%,?,-16%,-3%,4%,19%,6%
CCOC(=O)N/N=C/c1cc(C)n(-c2cccc3ccccc23)c1C,-3%,?,-4%,-5%,1%,7%,4%,-11%
O=C(c1ccc(Cl)cc1)c1cc([N+](=O)[O-])ccc1N1CCOCC1,-27%,-20%,8%,5%,-2%,4%,19%,4%
NNC(=O)c1cccc(COc2ccc3c(c2)CCC3)c1,-18%,2%,3%,7%,-1%,-9%,?,-3%

# High-throughput results: PubChem BioAssay, National Center for Advancing Translational Sciences (NCATS)
